Source: PubChem
OX1R antag-1: antagonists of human orexin 1 receptor (OX1R); OX1R-expressing cells, FRET antagonist read-out; inhibition, % at 6.6 µM; actives 1.8% (n = 330,000); AID 485270; in the data active = inhibition mostly above about 38%, no sharp cut-off; inactive = mostly below about 40%;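 also: 0% = agonist challenge alone and 100% = reference antagonist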
Target sequence (O43613 whole entry, looked up): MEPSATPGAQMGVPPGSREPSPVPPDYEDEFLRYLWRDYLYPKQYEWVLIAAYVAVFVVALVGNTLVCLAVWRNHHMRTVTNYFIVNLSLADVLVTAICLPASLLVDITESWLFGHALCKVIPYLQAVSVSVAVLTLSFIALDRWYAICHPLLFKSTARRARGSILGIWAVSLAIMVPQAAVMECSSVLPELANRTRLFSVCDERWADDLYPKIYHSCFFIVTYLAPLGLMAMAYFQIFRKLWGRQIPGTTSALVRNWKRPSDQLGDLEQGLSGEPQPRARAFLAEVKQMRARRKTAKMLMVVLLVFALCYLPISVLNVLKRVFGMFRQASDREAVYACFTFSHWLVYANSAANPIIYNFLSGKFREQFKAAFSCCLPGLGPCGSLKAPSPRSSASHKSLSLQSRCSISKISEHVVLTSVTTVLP
OX1R antag-2: blocks the human orexin 1 receptor | O43613 | CHO/OX1R cells, Fluo-8 calcium fluorescence, orexin A | inhibition, % at 5 µM | actives 0.43% (n = 330,000) | AID 434989;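 active = inhibition above its plate's threshold, mean inhibition of all tested compounds on the plate plus 3 SD, cut at about 37% in these data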;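 also: 0% = orexin A challenge wells and 100% = SB-334867-A antagonist wells; not every result past the cut was called active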
* hit, by the source's call.

Start of the listing, in advance:
OX1R antag-1 | OX1R antag-2 | Molecule
11 | 10 | COc1cc(C)c(Br)cc1S(=O)(=O)NCc1ccncc1
-1 | -9 | O=C(Cn1cc(C(F)(F)F)ccc1=O)N1CCCc2ccccc21

All compounds of this part, previewed entries included:
OX1R antag-1 | OX1R antag-2 | Molecule
11 | 10 | COc1cc(C)c(Br)cc1S(=O)(=O)NCc1ccncc1
-1 | -9 | O=C(Cn1cc(C(F)(F)F)ccc1=O)N1CCCc2ccccc21
16 | -27 | CCn1c(C(=O)N2CCCC(C(=O)NCCCc3ccccc3)C2)cc2sccc21 (stereo unspecified)
11 | -26 | O=C(NCC1(N2CCOCC2)CCCCC1)c1cccc(S(=O)(=O)N2CCc3ccccc3C2)c1
22 | -20 | CCCC(C1=C(O)CC(C)(C)CC1=O)C1C(=O)CC(C)(C)CC1=O (stereo unspecified)
12 | -17 | COC(=O)c1cc(Cl)cc(Cl)c1OS(=O)(=O)N(C)C
24 | -16 | CCN(CC)S(=O)(=O)c1ccc(NN=C2CCN(C)CC2)c([N+](=O)[O-])c1
14 | -16 | Cc1cc(C)c(S(=O)(=O)c2cccc(C)c2C)c(=O)[nH]1
-2 | -6 | Cc1nn(Cc2ccccc2)c(C)c1CNC(=O)[C@H](C)N=C1NS(=O)(=O)c2ccccc21
6 | -25 | CCOC(=O)C1(C)NC(c2ccccc2F)C2C(=O)N(c3cccc(C(C)=O)c3)C(=O)C21 (stereo unspecified)
10 | 5 | O=C(Nc1ncccc1Cl)c1ccccc1F
12 | -3 | O=C(O)c1c2c(nc3ccc(S(=O)(=O)N4CCC(C(=O)NCc5ccc(Cl)cc5)CC4)cc13)CCCC2
10 | -15 | OCC[C@H]1C[C@H](O)[C@@H](O)[C@@]2(OCCCc3ccccc32)O1
10 | -12 | CC(=O)N1CCN(C(=O)c2ccc(Cl)c(S(=O)(=O)N3CC(C)OC(C)C3)c2)CC1 (stereo unspecified)
13 | -22 | O=C(NCC1CCCN(C(=O)CN2CCCCC2)C1)c1ccccc1Cl (stereo unspecified)
7 | -21 | CCOC(=O)C(=NCCCN(C)C)NNc1ccc(Br)cc1
1 | -9 | Cc1ccc(-n2c(SCC(=O)Nc3ccc(Cl)cc3)nc(O)cc2=O)cc1
44 | -18 | NC(=O)c1cc2cc(Br)ccc2oc1=NCc1ccccc1
18 | -15 | COc1ccc(NC(=S)NCCc2c(C)[nH]c3ccc(OC)cc23)cc1
3 | -35 | O=C(c1ccccc1F)N1CCN(c2cccc(C(F)(F)F)c2)CC1
38* | -37 | CCOC(=O)c1c(NC(=S)Nc2ccccc2)sc(C)c1C
-16 | -35 | Cc1cc(C)nc(NS(=O)(=O)c2ccc(N/C=C\C(=O)c3ccc(Cl)cc3)cc2)n1
-4 | -19 | C#CCOCCOCCOCCNc1nc(N2CCN(C(=O)CCCCCCCCCCNC(=O)[C@H](CCCCN)n3cc(C)nn3)CC2)nc(N2CCN(C(=O)CCCCCCCCCCNC(=O)[C@H](CCCCN)n3cc(CCCC(=O)O)nn3)CC2)n1
9 | -9 | Cc1nc2scc(-c3cccs3)c2c(=O)n1N

Structures listed so far marked active in OX1R antag-1.
OX1R antag-1 | OX1R antag-2 | Molecule
38* | -37 | CCOC(=O)c1c(NC(=S)Nc2ccccc2)sc(C)c1C

Carrying on.
OX1R antag-1 | OX1R antag-2 | Molecule
16 | 0 | CC1=C(C(N)=O)C(c2ccccn2)n2nc(SCc3ccccc3)nc2N1 (stereo unspecified)
5 | -11 | CC(CN1CCCCC1)OC(=O)/C=C/c1ccccc1 (stereo unspecified)
25 | -8 | COc1cc(/C=N\NC(=O)c2ccc(=O)[nH]n2)cc(OC)c1OC
16 | -2 | COCCn1c(SCC(=O)N2CCOCC2)nnc1-c1ccco1
10 | -24 | Cc1ccccc1OCCC(=O)OCC(=O)NCCNC(=O)COC(=O)CCOc1ccccc1C
7 | -14 | O=C(Nc1cc(C(F)(F)F)ccc1N1CCCC1)C1CCCO1 (stereo unspecified)
31 | -31 | N=c1c(-c2nc3ccccc3[nH]2)cc(C(=O)c2ccco2)nn1-c1ccccc1
20 | -10 | Nc1ccc(N2CCN(c3cccc(Cl)c3)CC2)cc1
7 | -18 | CC(C)N1CCN(Cc2cccn2-c2cccnc2)CC1CCO (stereo unspecified)
10 | -18 | CC1=CCC2C(=O)N(c3nc4ccccc4n3C)C(=O)C2C1 (stereo unspecified)
22 | -1 | CSc1ncccc1C(=O)OCC(=O)NC1CCS(=O)(=O)C1 (stereo unspecified)
7 | -18 | CCCC(OC(=O)CC1Sc2ccccc2NC1=O)C(=O)NCc1ccco1 (stereo unspecified)
9 | -15 | Nc1cc(N)nc(SCC(=O)NCC2CCCO2)n1 (stereo unspecified)
10 | -3 | Nc1cc(C(=O)O)ccc1N1CCCCC1
12 | -6 | Cc1nc2nc(C)c(CCC(=O)NC(C)c3ccc4c(c3)OCCO4)c(C)n2n1 (stereo unspecified)
16 | -18 | COc1cc(CNC2CCCc3ccccc32)cc(OC)c1OC (stereo unspecified)
10 | -31 | CCOc1ccc(NC(=O)CCN2CCN(c3ccccc3OC)CC2)cc1
-6 | -7 | COP(=O)(OC)c1nc(-c2cccc3ccccc23)oc1N1CCOCC1
22 | -13 | CC(NS(=O)(=O)/C=C/c1ccccc1)C(=O)NCCc1ccc(S(N)(=O)=O)cc1 (stereo unspecified)
8 | -11 | c1ccc(-n2ncc3c(NCc4ccc5c(c4)OCO5)ncnc32)cc1
23 | -16 | CCOc1ccc(NC(=S)N2CCc3cc(OC)c(OC)cc3C2COc2ccc3c(C)cc(=O)oc3c2)cc1 (stereo unspecified)
26 | -7 | CN(C)/N=C/c1ccc(/C=N/NC(N)=S)o1
2 | -38 | COCCCNC(=O)CC1C[C@H](C(=O)N(C(C)C)C(C)C)[C@@]2(C)c3[nH]c4ccc(OC)cc4c3CCN2C1=O (stereo partly specified)
17 | -27 | Cc1nnc(SCc2cc(=O)[nH]c(Nc3nc(C)c4cc(C)c(C)cc4n3)n2)s1

Arranged by molar mass (rising): some entries from above.
OX1R antag-1 | OX1R antag-2 | Molecule
10 | -3 | Nc1cc(C(=O)O)ccc1N1CCCCC1
9 | -15 | Nc1cc(N)nc(SCC(=O)NCC2CCCO2)n1 (stereo unspecified)
16 | -18 | COc1cc(CNC2CCCc3ccccc32)cc(OC)c1OC (stereo unspecified)
8 | -11 | c1ccc(-n2ncc3c(NCc4ccc5c(c4)OCO5)ncnc32)cc1
-6 | -7 | COP(=O)(OC)c1nc(-c2cccc3ccccc23)oc1N1CCOCC1
12 | -6 | Cc1nc2nc(C)c(CCC(=O)NC(C)c3ccc4c(c3)OCCO4)c(C)n2n1 (stereo unspecified)

Additional structures follow.
OX1R antag-1 | OX1R antag-2 | Molecule
26 | -15 | COc1cccc(C(=O)N/N=c2\sc3ccccc3n2C)c1
10 | -7 | C/C(=N\OCc1ccc(C#N)cc1)c1ccc(S(=O)(=O)N(C)C)cc1
6 | 1 | CCN(Cc1ccncc1)C(=S)Nc1ccc(Cl)cc1
48 | -17 | CCc1cc2cc(C)cc(C)c2nc1SCC(=O)NNC(=O)c1ccco1
0 | -48 | Cc1ccc(C(NC(=O)CN2C(=O)NC3(CCCC3)C2=O)c2ccccc2)cc1 (stereo unspecified)
6 | -10 | Cc1ccc(-c2cc(-c3ccc(F)cc3)c(C#N)c(N)n2)o1
13 | 0 | CC(=O)Nc1sc2c(c1C(c1ccccn1)N1CCN(C)CC1)CCCC2 (stereo unspecified)
7 | -5 | COc1nccnc1NS(=O)(=O)c1ccc(NC(=S)NC(=O)c2ccccc2)cc1
5 | -4 | CC1(C)OC(=O)C(=CNNc2c(Cl)cc(Cl)cc2Cl)C(=O)O1
21 | -31 | Cc1cc(C)cc(C(=O)NCC(=O)OC(C)C(=O)N(C)c2ccccc2)c1 (stereo unspecified)
-10 | 13 | CCC(=O)c1c[nH]c(C(=O)N2CCOCC2)c1
1 | -24 | Cc1ccc(N2C(=O)C3C4C=CC(CC4)C3C2=O)cc1Cl (stereo unspecified)

5 compounds out of the list above, ordered by the number in OX1R antag-1, highest first.
OX1R antag-1 | OX1R antag-2 | Molecule
13 | -22 | O=C(NCC1CCCN(C(=O)CN2CCCCC2)C1)c1ccccc1Cl (stereo unspecified)
11 | 10 | COc1cc(C)c(Br)cc1S(=O)(=O)NCc1ccncc1
6 | -10 | Cc1ccc(-c2cc(-c3ccc(F)cc3)c(C#N)c(N)n2)o1
-1 | -9 | O=C(Cn1cc(C(F)(F)F)ccc1=O)N1CCCc2ccccc21
-10 | 13 | CCC(=O)c1c[nH]c(C(=O)N2CCOCC2)c1

The list goes on:
OX1R antag-1 | OX1R antag-2 | Molecule
0 | -8 | COC(=O)N/N=C/c1c[nH]c2ccccc12
8 | -23 | c1ccc2c(CNCCN3CCOCC3)cccc2c1
-2 | 6 | C(=N\n1cnnc1)/c1ccc(OC2CSC2)cc1
6 | -16 | Cc1nn(CC(=O)Nc2nccs2)c(C)c1[N+](=O)[O-]
15 | -24 | CCOC(=O)Cc1ccc(NC(=O)c2ccc([N+](=O)[O-])cc2)cc1
-5 | 1 | COC(=O)CC1SCCNC1=O (stereo unspecified)
18 | -11 | FCCCOc1ccc(/C=N/OCc2ccc(Cl)cc2)cc1
9 | -15 | Cc1cc(Cl)ccc1OC(C)C(=O)OCC(=O)Nc1ccc2[nH]c(=O)[nH]c2c1 (stereo unspecified)
19 | -11 | CC1CCN(S(=O)(=O)c2nnc(NC(=O)c3cccc(Cl)c3)s2)CC1
10 | -33 | O=C(NC(=S)Nc1ccc(N2CCOCC2)c(Cl)c1)c1cncc(Br)c1
12 | -18 | CCS(=O)(=O)N1CCN(C(=O)c2cccnc2)CC1
18 | -13 | Cc1cc2c(C)nc(N/N=C/c3ccc([N+](=O)[O-])cc3)nc2o1
18 | 6 | CC(=O)C1C(c2ccccc2OC(F)F)NC(=O)NC1(O)C(F)(F)F (stereo unspecified)
0 | -5 | CCN(CC(=O)Nc1ccc(NC(C)=O)cc1)C(=O)CN1C(=O)C2CCCCC2C1=O (stereo unspecified)
23 | -17 | COC(=O)c1ccccc1NC(=O)Cc1ccccc1OC
14 | -18 | O=C(NCCc1ccccc1)c1ccc(CS(=O)(=O)c2ccc(Cl)cc2)o1
20 | -19 | CCN(CC)c1ccc(C2C(C(=O)Nc3ccccn3)=C(C)NC3=C2C(=O)CC(C)(C)C3)cc1 (stereo unspecified)
7 | -10 | COC(=O)c1ccc(C(=O)OC)c(NC(=O)CSc2ccccn2)c1
7 | -33 | Cc1ccc(C(=O)c2c(NC(=O)c3ccncc3)sc3c2CCCC3)cc1
8 | -27 | CCOc1cc(/C=N/NC(=O)CN2CCCCC2)ccc1OCc1ccc(Cl)cc1
23 | -8 | CSc1cccc(CNC(=O)C2CCC(=O)N(CCCN3CCCC3=O)C2)c1 (stereo unspecified)
54 | 15 | COc1ccccc1NC(=S)NCCc1c[nH]c2ccccc12
14 | -10 | COC(=O)CN1C(=O)COc2ccc(Cl)cc21
9 | -22 | O=S(=O)(c1cccs1)N1CCN(Cc2ccccc2)CC1
0 | -22 | Cc1cc(C(F)(F)F)nc(SCC(=O)NC2CC3CCC2C3)n1 (stereo unspecified)
5 | -13 | Cc1nc(CNC(=O)c2ccccc2OC2CCN(S(C)(=O)=O)CC2)cs1
11 | -7 | N#Cc1ccc(COC(=O)c2ccccn2)cc1
6 | -9 | CCOC(=O)N1CCC(NC(=O)CCCN2C(=O)CSc3ncccc32)CC1
13 | -10 | CC(C)=CCN1CCN(CC#Cc2ccccc2)CC1CCO (stereo unspecified)
5 | -8 | COc1ccc(C2CC(c3cccc(Br)c3)=NN2c2ccc(S(N)(=O)=O)cc2)cc1 (stereo unspecified)
38 | -13 | Cc1cc(C(=O)N/N=C/c2cccc([N+](=O)[O-])c2)c(C)n1-c1ccccc1
-1 | -12 | COc1cccc(CN(C)C(=O)CSCC(=O)Nc2ccc(C)cc2)c1OC
23 | 6 | CCOC(=O)Cn1nc(C)n(-c2ccc(Cl)cc2)c1=O
17 | -13 | COC(CNC(=O)C(C)n1nc(C)c2ccccc21)OC (stereo unspecified)
-3 | -28 | Cc1nc(SC2CCOC2=O)c2c(C)c(C)sc2n1 (stereo unspecified)
7 | -10 | CCOC(=O)CSc1nc(-c2ccccc2)ns1
8 | -11 | O=[N+]([O-])c1cccc(-c2ccn[nH]2)c1
11 | -18 | CC(=O)Nc1sc(N/N=C/c2ccccc2)nc1-c1ccc(C)cc1
9 | -6 | CC(C)(C)C(=O)/C=C(\N)c1ccncc1
23 | -34 | O=C(NC1CCCC1)C(c1ccco1)N(C(=O)c1ccco1)c1ccc(F)cc1 (stereo unspecified)
47 | -25 | COc1ccc2sc3ccccc3c(=O)c2c1
1 | -11 | COCNc1nc(OCC#N)nc(N(C)C)n1
20 | -9 | Cc1cc(NS(=O)(=O)c2ccc(NC(=S)NC(=O)c3cccc(S(=O)(=O)N(C)C)c3)cc2)no1
1 | -2 | Cc1ccc(C)n1Cc1ccccc1Cl
7 | -9 | Cc1cc(C)n2nc(S(=O)(=O)N(CC(C)C)CC(C)C)nc2n1
8 | -26 | Cc1cccc(NC(=O)CSc2nc3[nH]ncc3c(=O)n2-c2ccccc2)c1
10 | -14 | Cc1ccccc1NC(=O)CSc1nc(N)c(C#N)cc1C#N
5 | -22 | Nc1nnnn1/N=C/c1ccccc1OCc1ccc(Cl)cc1
5 | -25 | COc1nc(C)nc2c1sc1nc3c(cc12)COC(C)(C)C3
62 | -25 | C/C(=N\NC(=O)C1CC1c1ccccc1)c1cccc([N+](=O)[O-])c1 (stereo unspecified)
9 | -23 | Cc1cc(N2C(=O)CC(N3CCN(C(c4ccccc4)c4ccccc4)CC3)C2=O)no1 (stereo unspecified)
8 | -10 | O=C(COc1ccc(Cl)cc1)N1CCCC1
9 | -3 | O=S1(=O)[C@H]2C[C@H](CO)O[C@@]2(CO)CN1Cc1ccc(-c2cccc(Cl)c2)cc1
